AMA1 RON2 block: qHTS for Inhibitors of AMA1-RON; Towards Development of Antimalarial Drug Lead: Primary Screen | Plasmodium falciparum AMA1 (3D7) - RON2 peptide interaction | AlphaScreen AMA1-biotinylated RON2 peptide binding | Potency, µM (top dose mostly 58.2 µM), for inactives: at the highest dose activity change, negative = inhibition, actives largely listed as inhibitors | actives 0.2% (n = 360,000);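 note: potency is the fitted concentration of half-maximal effect; 0% = vehicle wells and -100% = peptide control; nearly all actives have a fitted effect of over 45% in size; some results filed as inactive show a strong effect at the top dose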
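AMA1 (3D7) with his tag at 25 nM final met compounds first, then biotinylated RON2 peptide at 25 nM; detection used donor plus acceptor beads, 10 µg/mL apiece, read by AlphaScreen after 30 min at room temperature.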
AmpC inh no detg: qHTS Inhibitors of AmpC Beta-Lactamase (assay without detergent); AmpC nitrocefin hydrolysis, absorbance 480 nm, 0.0001% Triton; Potency, µM (doses to about 57.1 µM), for inactives: at the highest dose activity change, negative = inhibition, most hits filed as inhibitors; actives 0.52% (n = 330,000); AID 485341, 2010;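 note: potency is the fitted concentration of half-maximal effect; plate controls were no compound for no effect and no enzyme for full effect; nearly all actives have a fitted effect of over 20% in size; some results filed as inactive show a strong effect at the top dose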
Target sequence (P00811 whole entry, looked up): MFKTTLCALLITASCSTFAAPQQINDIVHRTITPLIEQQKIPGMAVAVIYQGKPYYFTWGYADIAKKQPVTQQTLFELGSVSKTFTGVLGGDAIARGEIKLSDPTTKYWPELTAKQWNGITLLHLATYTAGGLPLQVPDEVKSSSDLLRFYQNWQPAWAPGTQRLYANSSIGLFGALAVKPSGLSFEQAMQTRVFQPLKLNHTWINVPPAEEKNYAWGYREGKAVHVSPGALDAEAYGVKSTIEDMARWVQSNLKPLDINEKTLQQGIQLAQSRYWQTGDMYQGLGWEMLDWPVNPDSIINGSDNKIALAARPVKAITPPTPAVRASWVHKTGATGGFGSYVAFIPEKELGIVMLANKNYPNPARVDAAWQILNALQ
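20 mM phosphate pH 7.0 + 0.01% (detergent screen) or 0.0001% Triton X-100; 5.3 nM AmpC reagent; cpd preinc 15 min RT; nitrocefin (800 uM stock) to start; A480 q20 s × 4 min; Activity was normalised to no-enzyme and no-compound control wells.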
HCMV antiviral: qHTS Assay for inhibitors of the human cytomegalovirus (HCMV); HFF cells, HCMV-luciferase reporter, 72 h; active compounds read low; activity change, negative = inhibition, % at 57.5 µM; AID 1259415, 2018; actives 4.5% (n = 410,000); in the data active = activity change below about -60%; inconclusive = no clear call, values can overlap the other calls; inactive = above about -39%
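After 16 h attachment at 37C, HFF cells received test compound and HCMV-luciferase (1 PFU/cell); reporter luminescence read 72 h later, data normalized against buffer-only and known inhibitor Salinomycin.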
AmpC inh detg: qHTS Inhibitors of AmpC Beta-Lactamase (assay with detergent); Potency, µM (top dose mostly 114 µM), for the others: at the top dose activity change, negative = inhibition, most hits filed as inhibitors; AmpC hydrolysis of nitrocefin, absorbance 480 nm, 0.01% Triton; actives 0.041% (n = 370,000); P00811;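 note: potency is the fitted concentration of half-maximal effect; 0% = no-compound wells and -100% = no-enzyme wells; nearly all actives have a fitted effect of over 25% in size; some results filed as inactive show a strong effect at the top dose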
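20 mM phosphate pH 7.0 + 0.01% (detergent screen) or 0.0001% Triton X-100; 5.3 nM AmpC reagent; cpd preinc 15 min RT; nitrocefin (800 uM stock) to start; A480 q20 s × 4 min; Activity was normalised to no-enzyme and no-compound control wells.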
LmPK inh: qHTS Assay for Inhibitors of Leishmania Mexicana Pyruvate Kinase (LmPK). actives 0.37% (n = 290,000). Potency, µM (top dose mostly 57.5 µM), for the others: at the highest dose activity change, negative = inhibition, actives largely listed as inhibitors. Q27686. purified LmPK, Kinase-Glo ATP luminescence, 1 h; note: potency is the fitted concentration of half-maximal effect
Target sequence (Q27686 whole entry, looked up): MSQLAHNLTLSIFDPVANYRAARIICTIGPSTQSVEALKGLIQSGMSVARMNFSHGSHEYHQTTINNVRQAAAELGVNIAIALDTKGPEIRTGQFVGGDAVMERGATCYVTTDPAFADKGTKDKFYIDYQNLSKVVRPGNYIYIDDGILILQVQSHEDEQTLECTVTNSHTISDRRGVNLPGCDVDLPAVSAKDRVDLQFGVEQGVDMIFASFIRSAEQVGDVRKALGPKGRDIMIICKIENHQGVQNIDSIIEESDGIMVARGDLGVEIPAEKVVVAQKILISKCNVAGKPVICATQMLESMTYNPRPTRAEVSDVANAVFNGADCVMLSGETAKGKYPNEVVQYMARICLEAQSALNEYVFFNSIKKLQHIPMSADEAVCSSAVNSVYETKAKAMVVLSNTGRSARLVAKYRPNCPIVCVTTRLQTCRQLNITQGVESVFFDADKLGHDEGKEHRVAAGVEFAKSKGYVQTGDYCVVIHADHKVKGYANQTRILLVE
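Purified LmPK (0.1 nM) converted ADP (0.1 mM) to ATP with PEP (0.5 mM) in imidazole buffer pH 7.2 with KCl and MgCl2, 1 h at room temperature. ATP was read by Kinase-Glo luminescence; data normalized to uninhibited and no-enzyme controls.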
Tb PYK inh: qHTS of Trypanosoma Brucei Inhibitors; TbPYK enzyme, Kinase-Glo Plus ATP luminescence, 45 min; Potency, µM (highest dose often 76.8 µM), for the others: at the top dose activity, negative = inhibition, hits mostly inhibitors; actives 0.12% (n = 410,000); AID 624173, 2012; note: potency is the fitted concentration of half-maximal effect; nearly all actives have a fitted effect of over 50% in size
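Enzyme and substrate buffer are dispensed first and compound is pin-transferred. ADP at 130 uM final then starts the reaction, which runs 45 min at room temperature. Detection reagent is added for 10 min before luminescence is imaged.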
Sm TGR inh: qHTS Assay for the Inhibitors of Schistosoma Mansoni Peroxiredoxins. Schistosoma mansoni thioredoxin glutathione reductase (TGR), Q962Y6. purified TGR, DTNB reduction, TNB absorbance 405 nm. Potency, µM (titrated, usually from 114 µM), without a hit: at the highest dose activity change, negative = inhibition, hits mostly inhibitors. actives 3% (n = 360,000); note: potency is the fitted concentration of half-maximal effect; nearly all actives have a fitted effect of over 60% in size
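Kinetic colorimetric format: TGR-catalysed, NADPH-driven DTNB reduction monitored via TNB absorbance. Enzyme dispensed at 20 nM; compound exposure 15 min at room temperature before reaction start.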
Starred values were filed as active, the others as inactive; ? = inconclusive; . = no result given; & = joins results of further samples; [ ] = dose if it differs, or a comment. Unless noted, calls come from the whole dose curve; as a rule, active = well fitted curve in the direction sought with a large enough effect; inconclusive = small, poorly fitted or top-dose-only effect, or another doubt; inactive = no such curve, though single readings can be large; an effect the other way counts as inactive or inconclusive. Unless noted, % is set by controls: 0 for no effect and ±100 for the full control effect.

SMILES	AMA1 RON2 block	AmpC inh no detg	HCMV antiviral	AmpC inh detg	LmPK inh	Tb PYK inh	Sm TGR inh
CCN1CCN(c2nc3c(c(=O)[nH]c(=O)n3C)n2CCCSc2ncccn2)CC1	-11.0%	-0.4%	51.7	-8.0%	9.7%	-7.5%	1.4%
O=C(O)c1cccc(NCc2cccnc2)c1	-0.6%	-15.3%	-2.7	1.0%	-5.0%	-1.2%	2.4%
Cc1nn(C)cc1C=NCCOCc1ccccc1	1.6%	-6.6%	12.4	-1.9%	3.0%	0.6%	0.1%
CCn1nc(C)c(CNC(=O)c2cc(COc3ccc(C)nc3)on2)c1C	-2.1%	0.0%	-24.4	-5.9%	-0.9%	-3.8%	-1.3%
O=C(Cn1c(=O)n(-c2ccccc2)c(=O)c2ccc(C(=O)NCc3ccc4c(c3)OCO4)cc21)Nc1ccc(F)cc1	.	.	-2.5	1.1%	.	3.2%	-4.7%
COc1ccc(S(=O)(=O)NCCc2nnc3ccc(SCc4cccnc4)nn23)cc1	-0.7%	-1.9%	5.6	1.3%	-0.7%	0.9%	0.8%
COC(=O)/C=C1\SC(=Nc2ccc(OC)cc2)NC1=O	-1.3%	-44.1%	-37.9	-6.6%	5.3%	-2.7%	-15.1%
O=C(CCc1nnc(CCCCc2ccccc2)o1)N1CCC(N2CCCC2)CC1	-25.2%	148.4%[activator]	37.5	1.6%	-4.2%	2.5%	-5.7%
Cc1nn(C)c2c1c(-c1ccccc1)cc(=O)n2Cc1c(F)cccc1Cl	.	.	-2.1	18.5%	.	0.5%	11.0%
CCOC(=O)CN[C@H]1CCC2C3CC=C4C[C@@H](O)CC[C@]4(C)C3CC[C@@]21C (some centres undefined)	-12.9%	-4.1%	-13.0	.	.	4.5%	.
CCCn1c(SCC(=O)N(C)C2CCCCC2)n[nH]c1=O	5.0%	.	0.4	.	.	-11.7%	.
CSc1nc2cc(Oc3cccc(Cl)c3Cl)c(Cl)cc2[nH]1	-0.3%	-19.9%	-26.9	4.4%	3.7%	2.7%&-11.7%	1.6%
COc1ccc(-c2cc(C3CCN(Cc4ccc([N+](=O)[O-])cc4)CC3)[nH]n2)cc1	-13.5%	1.5%	?	8.7%	5.5%	1.5%	4.9%
O=[N+]([O-])c1ccc(Sc2ccc(Cl)c(Cl)c2)nc1	?	-23.5%	-1.3	5.3%	5.7%	6.6%	-29.4%
O=C(OCN1C(=O)c2ccccc2C1=O)c1ccc(Cl)nc1	2.3%	-1.2%	-10.1	-17.5%	-0.5%	2.7%	6.9%
CCN1CCN(CCOc2cccc(Cl)c2Cl)CC1	?	19.5%	17.2	3.3%	-1.8%	27.1%	11.9%
COc1ccccc1NC(=O)/C(=C/c1cccc([N+](=O)[O-])c1)c1ccccc1	-7.6%	-30.2%	?	-7.7%	1.5%	-1.8%	3.3%
O=C1Nc2ccc(S(=O)(=O)N3CCCCCC3)c3cccc1c23	15.7%	-20.1%	15.8	-3.7%	4.0%	0.3%	3.4%
O=C(NCc1ccc(Cl)cc1)c1ccc2nc[nH]c2c1	-14.2%	-32.3%	-25.2	-18.7%	-5.4%	-0.5%	-4.6%
COc1ccc(CNc2nc3c(c(=O)n(Cc4ccc(Br)cc4)c(=O)n3C)n2C)cc1	-11.6%	-14.5%	-36.3	1.3%	1.6%	-15.2%	-16.6%
COC(=O)c1c(NC(=O)C2CC=CCC2C(=O)O)sc2c1CCCCC2 (centres undefined)	-2.3%	-32.7%	.	?	4.6%	-6.7%	3.6%
Cc1ccccc1N1C(=O)CC(N2CCC(C(N)=O)CC2)C1=O (centres undefined)	5.1%	-14.3%	33.4	?	-0.5%	-3.4%	22.4µM*
CCOc1ccc(NS(=O)(=O)c2cc3c4c(c2)C(C)C(=O)N4CCC3)cc1 (centres undefined)	-25.3%	-4.8%	4.2	-0.7%	7.2%	3.7%	2.0%
Cc1ccc(OCCC(=O)OCC(=O)N2c3ccccc3NC(=O)C2(C)C)cc1	-1.3%	-22.3%	?	-15.3%	.	-7.0%	-8.2%
NC(Cc1ccc(C(F)(F)F)cc1)c1csc(NC(=O)Nc2ccccc2Cc2ccccc2)n1 (centres undefined)	71.4%[activator]	.	21.4	.	.	-4.0%	.
CCCCCCCN1CCC(=O)N([C@H](CO)Cc2ccccc2)CC1	6.6%	158.8%[activator]	4.2	-14.9%	-1.4%	1.9%	-4.4%
COc1ccc(CCNC(=O)c2csc3c2CCCC3)cc1OC	6.8%	-1.0%	-33.9	-4.4%	-4.7%	0.3%	-1.1%[57.1 µM]
Cc1cc(C)n(-c2nc3ccccc3nc2N2CCN(S(=O)(=O)c3ccc(F)c(C)c3)CC2)n1	0.5%	-24.6%	?	1.1%	-2.9%	2.5%	9.0%
O=C(Cn1nnc2ccccc2c1=O)NC1CCCCC1	12.4%	-8.5%	6.4	-5.9%	2.3%	2.5%	-4.2%
Cc1ccc2cc(CN(C)C(=O)c3cccc(Cl)c3)c(=O)[nH]c2c1	.	.	4.2	-9.3%	.	2.3%	-1.9%
C#CCN(CC=C)C(=O)c1cccc(OC2CCN(S(C)(=O)=O)CC2)c1	-7.4%	7.3%	-16.4	3.3%	-4.1%	2.1%	-23.0%
CCC(Sc1nnc(-c2ccc(OC)cc2)c(-c2ccc(OC)cc2)n1)C(=O)NC1CCCCC1 (centres undefined)	.	.	5.2	11.5%	.	5.1%	-0.3%
CCN(CC)CCNC(=O)CNC(=O)c1nn(-c2ccc(OC)cc2OC)c(=O)c2ccccc12	9.0%	-7.0%	8.1	-3.3%	-0.1%	0.7%	-12.1%
N#CC(C#N)=C1C=C2C=C(N3CCCCCC3)CCC2CC1 (centres undefined)	-10.8%	-40.8%	?	?	2.3%	-1.8%	-23.3%
CC1CC(C)CN(C(=O)COC(=O)c2ccc3c(c2)OCO3)C1 (centres undefined)	10.1%	-7.2%	?	1.8%	.	3.1%	-6.0%
CCOC(=O)CSc1nc2ccc(NC(=O)c3cccc(F)c3)cc2s1	.	.	0.6	7.9%	.	-20.1%	0.6%
CCN1CCOC(=O)C1CC(=O)Nc1ccc(C(C)=O)cc1 (centres undefined)	.	.	9.7	-0.3%	.	-1.5%	22.4µM*
O=C(NC1CC1)c1ccc(NC(=O)C2CCCCC2)cc1	-0.4%	.	-16.9	.	.	0.7%	.
C=CCc1c(C)nc(SC)nc1Nc1ccccc1	-7.0%	-3.5%	-36.3	-18.6%	2.7%	?	-3.7%
Cc1cc(C(=S)N2CCOCC2)c(C)n1-c1ccc(Cl)cc1	-1.6%[11.6 µM]	24.6%	?	-4.7%	1.8%	-24.2%	-26.4%
CC(C)Oc1ccc(C(=O)NCC(=O)O)cc1	-9.6%	-4.7%	-29.0	-8.7%	0.0%	0.6%	-11.8%
Cc1ccc(C(=O)C2C(c3cccs3)NC(=O)NC2(O)C(F)(F)F)cc1 (centres undefined)	-0.1%	-10.7%	-19.8	-10.1%	0.6%	0.0%	-0.4%
COCC1OS(=O)(=O)NC(CC(=O)SC(C)(C)C)C1C (centres undefined)	-3.7%	-16.7%	?	-10.3%	0.4%	-0.5%	2.1%
Cc1nc2ccc(NC(=O)c3nn(C(C)C)c(=O)c4ccccc34)cc2s1	-1.5%	44.8%	-12.7	7.1%	4.4%	6.5%	-0.1%
COc1cccc(C2NC(=O)NC(C)=C2C(=O)Nc2cccc(C)c2C)c1 (centres undefined)	-11.0%	-11.5%	-6.6	?	3.4%	-2.5%	-0.9%
[O-][n+]1cccc2c(Br)cc(Br)c(O)c21	-15.9%	-13.6%	-84.4*	5.2%	-1.0%[11.5 µM]	-10.6%	7.94µM*
Cc1ccccc1S(=O)(=O)NC(=O)C1(C)CCN1C(=O)c1ccccc1CCc1ccccc1 (centres undefined)	8.6%	.	-22.0	.	.	-8.6%	.
Cn1ncc(Cl)c(Oc2ccc(Cl)cc2)c1=O	0.0%	-15.5%	59.1	-10.8%	0.0%	-15.7%	-12.0%
CCn1c(C(C)NC(=O)Cc2ccccc2)nc2ccccc21 (centres undefined)	-20.7%	0.9%	-3.0	-1.6%	1.5%	1.4%	2.2%
CCS(=O)(=O)c1ccc2oc(Nc3ccccc3Br)nc2c1	-22.7%	-19.1%	18.0	1.1%	15.8µM*	1.4%	6.5%
COc1ccccc1-c1nnc2sc(COc3ccc(F)cc3)nn12	16.0%	2.3%	59.7	1.2%	3.7%	-4.7%	2.3%
Cc1ccc(N(CC(=O)Nc2ccc(-c3nc4ccc(C)cc4s3)cc2)S(C)(=O)=O)cc1	-2.9%	-43.3%	62.9	-14.0%	-1.2%	-18.3%	16.8%
COCCNC(=O)C(c1cccc(OC)c1)N(C(=O)Cn1nnc2ccccc21)c1cccnc1 (centres undefined)	11.4%	-3.3%	-25.9	?	1.3%	-1.1%	-0.1%
CCCCSc1nnc(CCCCCNC(=O)OC(C)(C)C)o1	-2.2%	67.4%[activator]	-5.8	-9.9%	-1.2%	-9.2%	6.9%
C=CCn1cc(C(=O)NCc2ccc3c(c2)OCO3)c(=O)c2cc(S(=O)(=O)N(CC)CC)ccc21	4.6%	84.2%[activator]	-4.9	0.0%	2.0%	-0.6%	13.4%
COc1ccc([N+](=O)[O-])cc1NC(=O)C(C)OC(=O)Cn1[nH]c(=O)c2ccccc2c1=O (centres undefined)	2.2%	-0.1%	-12.8	?	.	-0.2%	1.1%
O=C(CCn1ccc2cc(S(=O)(=O)N3CCCC3)ccc21)NCCc1ccccc1	-4.6%	18.3%	-11.8	0.2%	5.8%	5.5%	-0.3%
COCC(C)n1c(C)cc(C(=O)Cn2nc(C(=O)O)c3ccccc3c2=O)c1C (centres undefined)	-2.7%	21.3%	32.7	-3.4%	1.2%	-6.3%	-9.6%

3 entries out of the list, ordered by count of non-hydrogen atoms, ascending:
SMILES	AMA1 RON2 block	AmpC inh no detg	HCMV antiviral	AmpC inh detg	LmPK inh	Tb PYK inh	Sm TGR inh
COCC1OS(=O)(=O)NC(CC(=O)SC(C)(C)C)C1C (centres undefined)	-3.7%	-16.7%	?	-10.3%	0.4%	-0.5%	2.1%
O=C(Cn1nnc2ccccc2c1=O)NC1CCCCC1	12.4%	-8.5%	6.4	-5.9%	2.3%	2.5%	-4.2%
CCN1CCN(c2nc3c(c(=O)[nH]c(=O)n3C)n2CCCSc2ncccn2)CC1	-11.0%	-0.4%	51.7	-8.0%	9.7%	-7.5%	1.4%

From PubChem BioAssay
